Bioassay records: PubChem, The Scripps Research Institute Molecular Screening Center
EBNA-1 inhibitor: EBNA-1 DNA-binding inhibitors, primary screen, biochemical, fluorescence polarization; AID 1950, 2009; actives 0.34% (n = 300,000); inhibition, % at 14.8 µM; in the data active = inhibition above about 28%
LYPLA1 counter: LYPLA1 inhibitors, primary screen, counter-screen for PME1 inhibitor project, biochemical, fluorescence polarization, FP-Rh probe ABPP; AID 2174, 2009; Acyl-protein thioesterase 1 (Homo sapiens), O75608; recombinant LYPLA1; actives 0.16% (n = 320,000); inhibition, % at 5.9 µM;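 active = inhibition above the mean of all tested compounds plus 3 SD, set per campaign, cut at about 14% in these data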;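 note: inhibitors block serine hydrolase probe labeling of LYPLA1 so polarization falls; 0% = enzyme with DMSO and 100% = wells lacking LYPLA1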
Target sequence (O75608 whole entry, looked up): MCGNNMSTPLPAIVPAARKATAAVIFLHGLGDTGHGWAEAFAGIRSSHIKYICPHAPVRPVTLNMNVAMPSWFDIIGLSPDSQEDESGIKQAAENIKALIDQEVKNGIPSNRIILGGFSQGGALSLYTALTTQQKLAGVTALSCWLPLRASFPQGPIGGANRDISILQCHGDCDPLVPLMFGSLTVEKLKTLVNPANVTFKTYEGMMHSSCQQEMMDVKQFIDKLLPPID
PREPL inh: PREPL enzyme inhibitors, primary screen, biochemical, fluorescence polarization | Prolyl endopeptidase-like (Homo sapiens), Q4J6C6 | actives 0.68% (n = 320,000) | recombinant PREPL, fluorescence polarization activity-based probe | inhibition, % at 5.96 µM | AID 2751, 2010; in the data active = inhibition above about 43%;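 note: 0% = enzyme with DMSO and 100% = wells lacking enzyme; many of its hits are not listed in these tables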
PAFAH1B2 inh: PAFAH1B2 enzyme inhibitors, primary screen, biochemical, fluorescence polarization, human | recombinant PAFAH1B2, FP-rhodamine activity probe | inhibition, % at 3.39 µM | actives 1.2% (n = 340,000);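 active = inhibition above the mean of all tested compounds plus 3 SD, cut at about 24% in these data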;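 note: 0% = enzyme with DMSO and 100% = wells lacking PAFAH1B2; many of its hits are not listed in these tables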
Target sequence (P68402 whole entry, looked up): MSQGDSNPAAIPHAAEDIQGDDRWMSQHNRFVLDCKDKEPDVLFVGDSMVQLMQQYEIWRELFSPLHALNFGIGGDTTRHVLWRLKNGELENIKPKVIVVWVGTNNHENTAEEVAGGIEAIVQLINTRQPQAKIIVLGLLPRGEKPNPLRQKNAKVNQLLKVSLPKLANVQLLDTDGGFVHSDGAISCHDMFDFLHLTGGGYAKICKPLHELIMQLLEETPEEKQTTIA
PAFAH2 inh: PAFAH2 enzyme inhibitors, primary screen, biochemical, fluorescence polarization, human; Platelet-activating factor acetylhydrolase 2, cytoplasmic (Homo sapiens), Q99487; recombinant PAFAH2, FP-rhodamine activity probe; inhibition, % at 3.39 µM; actives 0.99% (n = 340,000); AID 492956, 2010;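 active = inhibition above the mean over all tested compounds plus 3 SD, cut at about 30% in these data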;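 note: inhibitors block probe labeling of enzyme so polarization drops; 0% = enzyme with DMSO and 100% = wells lacking PAFAH2 protein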
PAFAH1B3 FP inh: PAFAH1B3 enzyme inhibitors, primary screen, biochemical, fluorescence polarization, human; Platelet-activating factor acetylhydrolase IB subunit alpha1 (Homo sapiens), Q15102; recombinant PAFAH1B3, FP-rhodamine probe; inhibition, % at 3.39 µM; actives 0.28% (n = 340,000); AID 492972, 2010;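 active = inhibition above the screen-wide average of all tested compounds plus 3 SD, cut at about 25% in these data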;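 note: 0% = enzyme with DMSO only and 100% = wells lacking PAFAH1B3 protein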
Target sequence (Q15102 whole entry, looked up): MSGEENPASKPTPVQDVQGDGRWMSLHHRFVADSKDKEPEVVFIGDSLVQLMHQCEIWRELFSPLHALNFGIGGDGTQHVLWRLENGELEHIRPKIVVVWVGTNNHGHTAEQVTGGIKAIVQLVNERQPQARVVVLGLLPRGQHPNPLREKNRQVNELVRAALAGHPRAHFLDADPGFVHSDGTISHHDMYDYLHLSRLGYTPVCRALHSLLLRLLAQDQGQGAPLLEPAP
pPAFAH FP inh: pPAFAH enzyme inhibitors, primary screen, biochemical, fluorescence polarization, human. Platelet-activating factor acetylhydrolase (Homo sapiens), Q13093. recombinant pPAFAH, FP-rhodamine probe fluorescence polarization. inhibition, % at 3.39 µM. actives 1.5% (n = 330,000);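 active = inhibition above the mean inhibition across the screen plus 3 SD, cut at about 25% in these data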;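 note: inhibitors block binding of the rhodamine activity-based probe so polarization drops; 0% = enzyme with DMSO and 100% = wells lacking pPAFAH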
ZTA counter: blocks Epstein-Barr virus ZTA, an EBNA-1 counter-screen; P03206; ZTA-DNA binding, fluorescence polarization; inhibition, % at 11 µM; actives 0.15% (n = 320,000); in the data active = inhibition above about 33%
LYPLA2 counter: LYPLA2 inhibitors, primary screen, counter-screen for PME1 inhibitor project, biochemical, fluorescence polarization, FP-Rh probe ABPP. inhibition, % at 5.9 µM. recombinant LYPLA2. Acyl-protein thioesterase 2 (Homo sapiens), O95372. actives 0.38% (n = 320,000);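 active = inhibition above the screen-wide mean plus 3 SD, limit set per campaign, cut at about 26% in these data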;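 note: 0% = LYPLA2 with DMSO and 100% = wells lacking LYPLA2 enzyme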
Target sequence (O95372 whole entry, looked up): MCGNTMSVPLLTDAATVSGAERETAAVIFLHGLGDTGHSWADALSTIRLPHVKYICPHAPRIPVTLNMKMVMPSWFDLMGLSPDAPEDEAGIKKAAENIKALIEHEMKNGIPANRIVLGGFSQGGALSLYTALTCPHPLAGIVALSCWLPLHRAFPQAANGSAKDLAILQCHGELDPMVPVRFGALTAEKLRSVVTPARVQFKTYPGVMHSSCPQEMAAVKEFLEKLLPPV
* hit, by the source's call; nt = not tested or not shown.

SMILES	EBNA-1 inhibitor	LYPLA1 counter	PREPL inh	PAFAH1B2 inh	PAFAH2 inh	PAFAH1B3 FP inh	pPAFAH FP inh	ZTA counter	LYPLA2 counter
Cc1cccc(C(=O)Nc2ccc(Oc3cnccn3)cc2)c1	10.2	-1.6	3.9	5.8	-1.6	-0.6	3.9	1.0	3.6
COC(=O)c1ccc(C(=O)OC)c(NC(=S)N2CCN(c3ccccc3F)CC2)c1	-4.3	0.6	26.2	2.7	-4.2	3.3	-4.4	9.3	0.3
Cc1ccc(-c2cc(N)n3nc(-c4ccc(C)cc4)cc3n2)cc1	4.1	1.6	1.2	4.3	-0.3	0.8	-4.5	8.0	-7.4
COc1ccc(CCNC(=O)c2cc3c(=O)n4cccc(C)c4nc3n(CC3CCCO3)c2=N)cc1 (centres undefined)	-7.8	7.1	33.5	1.3	0.2	5.1	10.9	-10.7	8.6
COc1cccc(N2CCN(c3ccc4nnc(CCC(=O)Nc5ccc(OC)c(OC)c5)n4n3)CC2)c1	-1.2	4.0	29.6	0.9	12.4	-0.6	6.4	-15.3	8.0
Cc1cc(S(=O)(=O)NCc2ccccc2)ccc1OCC(=O)NCc1ccncc1	-16.5	0.9	-8.3	4.4	-4.3	-3.0	-10.8	-6.5	18.8
CC(Oc1ccc(Br)cc1)C(=O)NNC(=O)CCN1CCN(c2ccccc2)CC1 (centres undefined)	-6.8	0.0	-7.9	3.0	-0.4	-0.7	9.0	-12.0	5.2
Cc1cc(C(=O)NNC(=O)c2ccc(S(=O)(=O)N(C)C)cc2)c(C)o1	3.5	-1.2	4.4	-1.3	4.8	-2.4	1.2	10.8	6.3
Cc1ccccc1NC(=S)NC(=O)c1cncc(Br)c1	-15.4	-2.0	-3.6	-0.7	9.1	11.4	-7.5	16.1	-5.3
Cc1cc(OCC(=O)NCC(O)c2ccccc2)c2c(C)cc(=O)oc2c1 (centres undefined)	5.6	2.6	8.9	-0.4	-1.3	0.7	-3.0	-4.0	0.9
NC(=O)c1cccc(-c2cccc(OC(=O)NC3CCCCC3)c2)c1	-3.0	-4.3	4.4	9.2	5.3	5.9	1.1	-2.0	6.5
CCN(CC)C(=O)CN(C#N)c1nc(C)cc(C)n1	9.0	0.8	-5.9	0.2	5.6	11.9	1.2	-3.2	-4.5
CC(C)N(C)Cc1nnnn1CC(=O)N(C)Cc1cccc(Cl)c1	-15.9	-1.3	8.8	-0.8	7.7	11.5	-2.6	-7.7	3.6
c1ccc(Cc2cc(-c3ccccc3)on2)cc1	0.8	-1.2	-1.8	7.4	-4.5	-1.6	3.4	4.0	4.9
COc1ccc(/C=C2\SC(=NCc3ccccc3)NC2=O)cc1	9.3	1.7	-12.2	1.9	6.5	6.7	21.2	-12.8	4.4
COc1cccc(C2NC(=O)c3sc(=S)n(-c4ccccc4)c3N2)c1 (centres undefined)	5.6	1.6	-21.9	3.8	4.1	12.1	3.3	3.3	6.3
CCOC(=O)C(C)n1cnc2c(nnn2-c2ccc(OC)cc2)c1=O (centres undefined)	-5.2	0.8	-1.3	-1.1	2.4	-1.3	1.2	-14.1	2.1
Cc1[nH]n(-c2ccccc2)c(=O)c1C=NCCc1ccccc1	5.2	2.1	15.5	6.5	-3.0	-1.7	0.3	-8.0	0.1
CC(=O)c1nn(-c2ccc(Cl)cc2)c(=O)[nH]c1=O	6.4	-7.0	0.3	3.0	-6.2	7.8	2.9	3.4	-4.6
Cc1onc(-c2c(F)cccc2Cl)c1C(=O)N1CCN(S(C)(=O)=O)CC1	-3.4	-0.7	3.8	6.3	-4.4	0.4	-7.4	-3.0	1.3
O=C(CCN1C(=O)/C(=C/c2ccccc2Cl)SC1=S)NC1=NCCS1	-2.1	1.9	-2.0	34.0*	5.1	-3.7	6.2	1.4	-6.7
Cc1ccc(C)c(S(=O)(=O)N2CCN(C(=O)c3cc(-c4cccs4)nn3-c3ccccc3)CC2)c1	-7.6	-4.0	-4.0	1.8	-2.5	-9.7	-1.2	-1.1	0.1
CC12CC3CC(C)(C1)CC(CN1CCOCC1)(C3)C2	2.6	-0.1	-10.5	5.3	4.5	-1.1	-0.7	7.9	-2.6
COc1ccc(NC(=S)N2CCCC(CO)C2)c(OC)c1 (centres undefined)	3.4	-2.4	9.5	-3.7	-3.9	7.2	2.9	6.2	-4.6
CC1CCc2nn(CC(=O)NC3CCCC3)cc2C1 (centres undefined)	-1.4	1.0	-2.9	3.8	-3.4	-0.1	1.0	4.6	-0.4
COC(=O)[C@H](CC(C)C)NC(=O)NC1CCCc2ccccc21 (some centres undefined)	-14.0	0.6	9.4	3.0	8.6	-3.5	-5.1	14.5	-5.0
Cc1nnc2ccc(-c3cccc(NS(C)(=O)=O)c3)nn12	6.5	1.4	-4.1	-0.7	0.6	-11.0	2.1	-10.2	1.1
CCN(CC)c1ccc(CNc2nc3ccccc3n2C)cc1	-10.2	1.2	18.5	4.4	-1.1	7.7	5.7	0.2	4.2
CC(C)c1ccccc1-n1c(SCc2cc(=O)oc3ccc4ccccc4c23)nnc1-c1cccnc1	-17.2	-6.2	12.4	-7.8	3.8	-11.9	9.6	4.5	-7.0
CCOC(=O)Cn1c(=N)n(CCOc2ccc(F)cc2)c2ccccc21	-11.9	-0.3	-15.9	3.7	0.5	9.6	-1.8	-1.6	0.2

Single records, as listed above. Order of values: EBNA-1 inhibitor, LYPLA1 counter, PREPL inh, PAFAH1B2 inh, PAFAH2 inh, PAFAH1B3 FP inh, pPAFAH FP inh, ZTA counter, LYPLA2 counter
Profile of CC(C)N(C)Cc1nnnn1CC(=O)N(C)Cc1cccc(Cl)c1 → -15.9, -1.3, 8.8, -0.8, 7.7, 11.5, -2.6, -7.7, 3.6
Profile of Cc1cc(S(=O)(=O)NCc2ccccc2)ccc1OCC(=O)NCc1ccncc1 → -16.5, 0.9, -8.3, 4.4, -4.3, -3.0, -10.8, -6.5, 18.8
Profile of COc1ccc(CCNC(=O)c2cc3c(=O)n4cccc(C)c4nc3n(CC3CCCO3)c2=N)cc1 (centres undefined) → -7.8, 7.1, 33.5, 1.3, 0.2, 5.1, 10.9, -10.7, 8.6
Profile of Cc1nnc2ccc(-c3cccc(NS(C)(=O)=O)c3)nn12 → 6.5, 1.4, -4.1, -0.7, 0.6, -11.0, 2.1, -10.2, 1.1
Profile of CC12CC3CC(C)(C1)CC(CN1CCOCC1)(C3)C2 → 2.6, -0.1, -10.5, 5.3, 4.5, -1.1, -0.7, 7.9, -2.6

Carrying on.
SMILES	EBNA-1 inhibitor	LYPLA1 counter	PREPL inh	PAFAH1B2 inh	PAFAH2 inh	PAFAH1B3 FP inh	pPAFAH FP inh	ZTA counter	LYPLA2 counter
COc1ccc(CN2CCCCC2c2cccnc2)c(OC)c1C (centres undefined)	-8.9	-0.9	4.7	-2.7	-5.1	-4.0	-0.2	-5.3	-2.7
COc1ccccc1NC(=O)c1ccc(NC(=O)CSc2nncn2C)cc1	-13.4	1.4	11.7	2.5	7.2	2.4	-0.7	11.3	-6.4
COc1ccc2nc(Nc3nc(CSc4nc5ccccc5s4)cc(=O)[nH]3)nc(C)c2c1	4.0	3.8	-19.1	nt	nt	nt	0.0	-4.4	1.8
COc1ccc(CN(C(=O)c2ccc(CN3CCOCC3)o2)C(C(=O)NCC2CCCO2)c2ccc(F)cc2)cc1 (centres undefined)	4.1	-5.6	-0.3	1.8	-1.3	0.4	5.3	14.8	-2.7
CCn1c2ccccc2c(=O)c2ccccc21	1.1	-1.1	13.4	1.1	-2.4	11.3	-0.8	-5.4	3.4
COc1ccc2nc(NC(=O)c3ccccc3-c3ccccc3C(=O)O)sc2c1	2.7	2.8	-2.6	-0.6	0.0	12.7	0.6	15.6	8.3
CCOC(=O)c1cc(-c2c(Cl)cccc2Cl)no1	-4.3	0.6	10.9	-0.1	-4.0	4.4	4.8	-3.7	4.9
Fc1ccc(-c2cnn3c(-c4ccncc4)ccnc23)cc1	6.0	0.7	-25.5	1.9	9.4	11.5	6.6	-0.1	-1.4
Cc1nc(C2COc3ccccc3O2)sc1C(=O)O (centres undefined)	2.5	-2.2	8.8	13.0	-5.5	-3.5	-1.5	5.7	8.8
Cc1nn(CCCC(=O)Nc2ccccn2)c(C)c1[N+](=O)[O-]	-0.4	4.5	3.0	2.0	0.5	2.6	1.8	-6.7	8.0
CNc1ccc(Br)cc(C(=O)/C=C/c2ccc(OC)cc2OC)c1=O	-2.3	0.6	-4.2	2.0	13.1	17.5	24.7*	4.0	6.1
CC(C)(C)c1nc2scc(-c3ccc(Cl)cc3)c2c(=O)o1	-4.4	-3.3	18.2	2.4	0.7	3.6	-0.6	9.4	-5.9
CCOC(=O)N1CCC(O)(c2cc(C)c(C)cc2C)CC1	13.1	1.2	-8.8	3.6	7.8	-2.5	1.0	-6.5	2.0
Cc1ccc(S(=O)(=O)N2CCCC2C(=O)NCc2ccco2)cc1 (centres undefined)	-0.2	1.5	-7.4	1.2	-1.6	11.3	3.1	-8.6	3.6
COc1ccc(/C=C/C(=O)C2CC2)cc1COc1cccc(C)c1C	3.6	-3.7	-12.8	-1.1	1.0	2.7	-6.0	-7.7	-3.9
Cc1ccc(S(=O)(=O)N2CCCCC2)cc1C(=O)NCC1CCCO1 (centres undefined)	9.1	-0.4	-0.5	-0.2	1.0	-3.8	8.2	12.7	-3.0
O=C(N/N=C/c1ccc(-c2ccccc2[N+](=O)[O-])o1)c1cccnc1	-6.9	3.5	11.5	10.6	10.2	16.2	10.8	-1.9	6.0
N#C/C(=C(/O)COC(=O)c1ccc(O)cc1)c1nc2ccccc2[nH]1	-8.7	-4.4	7.4	5.9	-0.5	-3.5	7.9	-3.6	-2.8
Cc1cc2ccccc2n1CCNC(=O)COc1ccccc1	-7.2	-0.6	37.0	3.0	0.8	-5.4	11.4	2.6	0.4
Fc1cc(F)cc(Nc2nc(Cl)nc(NC3CCCC3)n2)c1	nt	-16.9	-1.9	-2.7	-12.0	0.3	-3.2	-10.5	-29.9
C/C(=N/NC(=O)CNc1ccc(C)cc1)c1ccc(Br)s1	5.0	-3.2	13.3	-2.3	-12.6	-1.2	2.6	-8.3	-1.8
O=C(OCC(=O)c1ccc(Cl)cc1Cl)c1ccccn1	nt	nt	2.7	4.0	-5.0	5.4	3.0	nt	nt
COc1ccc(C2/C=C\CNCC(=O)N2Cc2ccc(F)cc2)cc1 (centres undefined)	0.4	-0.7	8.9	1.1	15.1	7.9	-1.8	-1.7	-1.0
c1c(CC2CCCC2)nnn1C[C@H]1CC[C@@H]([C@@H]2CC[C@H](Cn3cc(CC4CCCC4)nn3)O2)O1	7.2	0.7	-1.1	-4.6	-0.2	-4.5	4.3	2.9	6.3
Cc1cc(C)n2c(-c3ccccc3Cl)nnc2n1	4.5	-1.9	6.0	-2.7	4.0	-2.4	4.2	6.6	-5.1
COC(=O)c1cn(-c2ccccc2)c(=O)c2ccccc12	5.4	0.9	-0.7	1.5	3.0	2.9	-3.6	-6.3	8.4
CN(C)S(=O)(=O)c1cccc2c1C(=O)c1ccccc1C2=O	-1.1	1.4	2.2	2.5	11.4	5.5	-1.4	1.9	-1.1

Some of the compounds tested. The share of hits here may be higher or lower than overall.
